Screening data deposited in PubChem by Sanford-Burnham Center for Chemical Genomics.
GPR35 antagonists: GPR35 antagonists blocking zaprinast-driven arrestin recruitment, primary screen, imaging, U2OS, beta-arrestin-GFP, zaprinast agonist (AID 2058) | U2OS GPR35 beta-arrestin-GFP translocation imaging, zaprinast antagonism; higher % means a stronger effect | one-dose inhibition, % at 10 µM; IC50 in µM for titrated hits | 290,000 compounds, 0.052% hits;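 active = inhibition of at least 50% with at least 30 cells and total cytoplasm GFP at most 10,000,000; inconclusive = under 30 cells or total GFP of 10,000,000 plus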
KOR beta-arrestin-1: KOR antagonists, beta-arrestin recruitment, cell-based, luminescence, uHTS (AID 1778) | KOR beta-arrestin recruitment, luminescence, antagonist mode; higher % means a stronger effect | one-dose inhibition, % at 10 µM; IC50 in µM for titrated hits | 290,000 compounds, 0.091% hits; in the data active = inhibition above about 50%; also: strong numbers were not always called active
AID2073: disruptors of CaV2.2 binding to Mint1 – biochemical, HTRF (AID 2073). HTRF protein-protein interaction, Mint1-CaV2.2; higher % means a stronger effect. inhibition, % at 20 µM; hits with a dose series show IC50 in µM. 290,000 compounds, 0.19% hits; in the data active = inhibition mostly above about 51%, no sharp cut-off; inconclusive = no clear call, values can overlap the other calls; inactive = mostly below about 53%; also: some results filed as inactive read as strong as hits
KOR beta-arrestin-2: kappa opioid receptor activators – cell-based, luminescence, uHTS, primary screen (AID 1777); 280,000 compounds, 0.02% hits; activation, % at 10 µM, or EC50 in µM where a hit was titrated; KOR beta-arrestin recruitment, luminescence; higher % means a stronger effect; in the data active = activation above about 50%, passing the limit was not always enough; also: a part of the inactive calls stands beside numbers as strong as those of hits
NOD1 inhibition: NOD1 signaling inhibitors, primary screen, cell-based, luminescence, uHTS (AID 1578); 290,000 compounds, 1% hits; one-dose inhibition, % at 4 µM; EC50 in µM for titrated hits; NOD1-driven NF-kB luciferase reporter cells, luminescence; higher % means a stronger effect; in the data active = inhibition mostly above about 36%, no sharp cut-off; inactive = mostly below about 34%;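 also: HEK-293T reporter cells stimulated with the NOD1 agonist gamma-tri-DAP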
GPR55 antagonists: GPR55 antagonists blocking LPI-driven arrestin recruitment, primary screen, imaging, U2OS, beta-arrestin-GFP, LPI agonist (AID 2013); U2OS GPR55 beta-arrestin-GFP translocation imaging, LPI antagonism; higher % means a stronger effect; one-dose inhibition, % at 10 µM; IC50 in µM for titrated hits; 290,000 compounds, 0.13% hits;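 active = spots per cell inhibited over 60%, with over 100 cells counted and total cytoplasm intensity under 500,000; inconclusive = wells with under 100 cells, flagged as likely toxic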;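 also: U2OS cells stably carrying GPR55 and arrestin-GFP stimulated by 5 µM LPI near EC80; imaged beta-arrestin-GFP aggregate spots per cell after agonist stimulation; plate controls were LPI-stimulated DMSO wells for no effect and DMSO wells without LPI for full effect; some results filed as inactive read as strong as hits; confirmed hits need IC50 under 10 µM and bright autofluorescent wells are also inconclusive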
SIAH1 antagonists: blockers of Siah-1 interaction with plectin peptide – biochemical, fluorescence polarization, rhodamine-plectin, uHTS, primary screen (AID 1817); 290,000 compounds, 0.02% hits; displacement, % at 20 µM; hits with a dose series show IC50 in µM; Siah-1 / rhodamine-plectin peptide fluorescence polarization; higher % means a stronger effect;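 active = displacement of at least 50% at 20 µM, with a fluorescence ratio check between 0.3 and a set limit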;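 also: plate controls were Siah plus tracer with DMSO for no effect and tracer alone without Siah for full effect; strong numbers were not always called active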
GPR55 beta-arrestin: selective activators of receptor GPR55 – imaging, U2OS cells, beta-arrestin-GFP redistribution, primary screen (AID 1961); U2OS GPR55 beta-arrestin-GFP redistribution imaging; higher % means a stronger effect; one-dose activation, % at 10 µM; EC50 in µM for titrated hits; 290,000 compounds, 0.048% hits;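 active = activation above 40% with more than 50 cells counted in the well; inconclusive = wells holding fewer than 50 cells, flagged as toxic or sparse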;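 also: U2OS osteosarcoma cells stably expressing GPR55 and beta-arrestin-GFP; plate controls were DMSO negative control for no effect and LPI positive control for full effect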
HIV peptide binding: cell-free HIV fusion peptide-binding blockers – biochemical, uHTS, fluorescence dequenching, primary screen (AID 1986). inhibition, % at 20 µM; hits with a dose series show IC50 in µM. 290,000 compounds, 0.3% hits. cell-free peptide binding, fluorescence dequenching, 30 min; higher % means a stronger effect; in the data active = inhibition mostly above about 52%, no sharp cut-off; inactive = mostly below about 76%; also: some results filed as inactive read as strong as hits
Active calls of the source: *; ? = inconclusive; . = not tested or not shown; [ ] = dose if it differs, or a comment. Not all compounds are listed; count on the stated rates, not on these rows.

SMILES	GPR35 antagonists	KOR beta-arrestin-1	AID2073	KOR beta-arrestin-2	NOD1 inhibition	GPR55 antagonists	SIAH1 antagonists	GPR55 beta-arrestin	HIV peptide binding
COc1ccccc1N1CCN(C(=O)C2CC(=O)N(c3ccccc3)C2)CC1 (configuration not stated)	0%	-13%	10%	2.0%	-18%	1%	-2%	-0.1%	-1.1%
CC(=O)Nc1ccc2sc(C)nc2c1	-2%	2%	-1%	6.7%	-14%	7%	-2%	-0.1%	-1.2%
COc1cc(OC)c(N2CC34C=CC(O3)C(C(=O)O)C4C2=O)cc1Cl (configuration not stated)	5%	12%	4%	-0.5%	-14%	23%	-1%	0.0%	-0.2%
Cc1ccc(C(=O)Nc2nc(-c3cccnc3)cs2)o1	1%	-8%	9%	-0.2%	-4%	19%	-5%	0.3%	7.9%
CCOC(=O)C1CCCN(c2ccc(NC(=O)c3snc4c(=O)[nH]cnc34)cc2)C1 (configuration not stated)	2%	-27%	20%	-2.3%	-39%	3%	-1%	-0.2%	-2.4%
CCOC(=O)N1CCN(C(=O)Nc2ccc3oc(C)nc3c2)CC1	-1%	6%	-4%	1.2%	-24%	1%	0%	-0.2%	2.1%
Cc1ccnc(-n2c(CCN3C(=O)c4ccccc4C3=O)nc3ccccc3c2=O)c1	0%	4%	0%	3.3%	-14%	10%	0%	-0.2%	1.0%
Cc1nccc(-c2ccc(-n3cnc4ccccc43)cc2)n1	-3%	7%	6%	-0.2%	55%	5%	1%	-0.1%	0.5%
O=C(O)Cn1cc(C(=O)c2ccco2)c2ccccc21	-6%	-35%	7%	7.6%	-12%	4%	-2%	0.3%	0.8%
Cc1ccc(NS(=O)(=O)c2cccc(C(=O)O)c2)cc1S(=O)(=O)N1CCOCC1	4%	14%	0%	9.7%	-14%	1%	0%	-0.2%	1.7%
COc1ccc(OC)c(NC(=O)[C@@H]2CCCN2C(=O)c2cccs2)c1	-7%	13%	1%	7.3%	12%	-3%	-6%	-0.3%	-2.4%
COC(=O)C(C(C)=O)C1=C/C(=N\S(=O)(=O)c2ccc(C)cc2)c2ccccc2C1=O (configuration not stated)	-20%	18%	3%	-1.2%	30%	5%	-1%	-0.1%	-1.1%
COc1ccc(NC(=O)N2CCCc3cc(C)ccc32)c(OC)c1	-14%	2%	-2%	-1.4%	-17%	-10%	15%	-0.1%	-0.1%
CC(=O)c1ccc(-c2cccs2)s1	5%	15%	?	-2.3%	-24%	-8%	4%	-0.2%	-0.1%
CCN(CC)CCN(C(=O)c1ccc2c(c1)OCCO2)c1nc2c(Cl)cccc2s1	-7%	2%	6%	7.4%	-10%	-8%	2%	-0.1%	-2.6%
O=C1N[C@@H](Cc2ccccc2)C(=O)N2CCC[C@@H]12	-3%	-71%[20 µM]	-5%	2.8%	-23%	7%	10%	-0.1%	1.5%
CCOc1ccccc1CN1CCNC(=O)C1CC(=O)NCCC1=CCCCC1 (configuration not stated)	12%	34%	6%	-1.7%	12%	13%	-6%	-0.1%	1.7%
CC1Cc2nc(SCC(=O)Nc3ccc4c(c3)OCO4)n(-c3ccc(F)cc3)c(=O)c2S1 (configuration not stated)	-13%	8%	13%	1.5%	-6%	0%	1%	-0.1%	-1.8%
COc1cc(-c2nc(-c3ccccc3)c(-c3ccc(F)cc3)[nH]2)cc2c1OCO2	1%	-55%	13%	5.2%	-30%	8%	6%	-0.4%	1.0%
Cc1cccc(C(=O)Oc2ccccc2C2C[C@]3(C)CC(=O)NC3N2C(=O)c2cccc(C)c2)c1 (some centres not stated)	-14%	11%	3%	-1.0%	-11%	15%	-1%	-0.2%	-1.1%
CCNC(=O)Cn1cnc2c1c(=O)n(C)c(=O)n2C	-12%	.	-4%	.	-26%	-5%	4%	-0.1%	2.6%
CCn1cc(C2=NOC(C(=O)Nc3cc(C)nn3-c3ccccc3)C2)c(C)n1 (configuration not stated)	0%	4%	-14%	-1.6%	.	16%	2%	0.3%	-0.7%
COc1ccc(NC(=O)c2nnn(CC(=O)Nc3ccccc3OC)c2N)c(OC)c1	1%	0%	14%	-8.6%	-55%	2%	-4%	-0.1%	-1.4%
COc1ccc(C(=O)N/C(=C\c2ccc3c(c2)OCO3)C(=O)N2CCOCC2)cc1	-10%	16%	16%	-1.4%	-19%	10%	3%	-0.1%	-0.6%
Cc1ccc(S(=O)(=O)N(C)CC(=O)N2CCCCCC2)cc1	-2%	-24%[20 µM]	3%	4.7%	-12%	1%	-2%	-0.4%	-1.8%

Next part.
SMILES	GPR35 antagonists	KOR beta-arrestin-1	AID2073	KOR beta-arrestin-2	NOD1 inhibition	GPR55 antagonists	SIAH1 antagonists	GPR55 beta-arrestin	HIV peptide binding
N#CC1=C(S)N(c2ccccc2)C(c2ccc(-c3cc(Cl)ccc3Cl)o2)NC1=O (configuration not stated)	-11%	-80%	18%	2.0%	4%	20%	-7%	.	43%
CCCn1c2ccccc2c2cnn(CC(=O)N3CCOCC3)c(=O)c21	-10%	-21%	1%	1.5%	-19%	2%	1%	-0.4%	-0.7%
O=C(O)C/C=C(/NC(=O)OCc1ccccc1)C(=O)OCc1ccccc1	-2%	8%	20%	-3.3%	-9%	-2%	5%	-0.4%	2.9%
COc1cc(C2C3=C(CC(c4ccco4)CC3=O)Nc3ccccc3N2C(C)=O)cc(OC)c1OC (configuration not stated)	-2%	-22%	11%	5.0%	-6%	-5%	-1%	-0.1%	-1.2%
O=C(Nc1ccnc(-c2cccnc2)n1)c1ccccc1Cl	8%	-18%	1%	0.0%	1%	9%	-3%	0.3%	0.3%
NS(=O)(=O)c1cccc(NC(=O)COC(=O)C2CCCCC2)c1	-6%	11%	2%	0.2%	-55%	12%	1%	0.2%	0.6%
COC(=O)C1=C(C)NC(=O)CC1c1ccccc1OC (configuration not stated)	-5%	-17%	-2%	3.8%	-26%	-1%	12%	-0.1%	0.1%
O=C(O)c1ccc(N/N=C/c2cc3cc4c(cc3nc2Cl)OCCO4)cc1	-11%	2%	-4%	0.5%	2%	6%	-2%	-0.1%	18%
CC(=O)C1=NOC(CNc2ncc(C(F)(F)F)cc2Cl)C1 (configuration not stated)	-6%	-54%[20 µM]	-2%	-0.2%	-19%	9%	10%	0.2%	-0.1%
CCOc1ccc(C2C(C(=O)c3cccs3)=C(O)C(=O)N2Cc2cccnc2)cc1 (configuration not stated)	4%	-20%	11%	2.5%	-20%	20%	5%	0.2%	1.3%
CC1c2ccsc2CCN1C(=O)NC(=O)c1ccc(Cl)cc1 (configuration not stated)	7%	15%	-1%	0.5%	-1%	13%	12%	-0.2%	0.7%
CCOC(=O)c1cc2c(ccn2C)n1Cc1ccccc1Cl	-2%	7%[20 µM]	1%	-6.8%	6%	25%	1%	0.2%	-1.5%
CCCC(=O)Nc1cccc(NC(=O)c2ccc([N+](=O)[O-])cc2Cl)c1	2%	-27%	4%	0.4%	-7%	-5%	0%	-0.3%	1.8%
CC1=CC(C)C2(CO)COC(c3ccc(O)cc3)C1C2C (configuration not stated)	6%	-6%	21%	-4.7%	-27%	-2%	-1%	-0.1%	-0.9%
O=C(Nc1ccc(N2CCN(C(=O)c3cccs3)CC2)cc1)c1cccnc1	12%	-70%[20 µM]	-8%	1.7%	-11%	-4%	-5%	-0.1%	-1.9%
CCCCCCCN=CC1=C(O)CC(c2ccccc2)CC1=O (configuration not stated)	-4%	3%	11%	-1.5%	-42%	14%	9%	0.1%	0.6%
CCOC(=O)C1=C(N)OC2=C(C(=O)CC(C)(C)C2)C1c1ccco1 (configuration not stated)	1%	26%	1%	-7.4%	-20%	3%	-2%	-0.1%	4.2%
CCOC(=O)N1CCC(N(CCCOC)C(=O)Nc2ccc(CC)cc2)CC1	-2%	-11%	0%	-1.8%	-15%	13%	1%	-0.5%	2.1%
O=C(Nc1nccs1)c1ccc2c(c1)C(=O)N(Cc1cccnc1)C2=O	-5%	5%	?	-2.9%	-49%	-1%	2%	0.0%	-0.6%
N#Cc1cc2c(nc1SCC(=O)N1CCCCC1)CCCC2	0%	-20%	-1%	1.3%	-18%	6%	1%	0.0%	-0.8%
Cn1c(SCC(=O)NCCNC(=O)CSc2nnc(C(F)(F)F)n2C)nnc1C(F)(F)F	1%	15%	-3%	1.6%	1%	29%	2%	0.0%	-1.4%
CCOC(=O)c1[nH]c2ccc(Br)cc2c1NC(=O)CCN1CCC(C(=O)OCC)CC1	-1%	7%	6%	-3.4%	-20%	17%	7%	0.2%	0.9%
S=C(NCc1ccccc1)N1CCn2cccc2C1c1cccnc1 (configuration not stated)	-9%	-7%	-4%	-2.2%	-42%	-3%	2%	-0.3%	-1.3%
Cc1cc(C(=O)CSc2nnc(-c3ccco3)o2)c(C)n1CC1COc2ccccc2O1 (configuration not stated)	26%	-34%	18%	6.1%	43%	6%	2%	0.9%	0.0%
Nc1ncnc2oc(-c3ccco3)c(-c3ccco3)c12	-6%	-48%	3.8µM*	-4.9%	48%	-13%	39%	-0.1%	37%

Records listed above shown as hits in AID2073:
canonical_smiles	GPR35 antagonists	KOR beta-arrestin-1	AID2073	KOR beta-arrestin-2	NOD1 inhibition	SIAH1 antagonists	HIV peptide binding
Nc1ncnc2oc(-c3ccco3)c(-c3ccco3)c12	-6%	-48%	3.8µM*	-4.9%	48%	39%	37%

Continuation:
SMILES	GPR35 antagonists	KOR beta-arrestin-1	AID2073	KOR beta-arrestin-2	NOD1 inhibition	GPR55 antagonists	SIAH1 antagonists	GPR55 beta-arrestin	HIV peptide binding
CSCCC(NC(=O)c1ccccc1C)C(=O)O (configuration not stated)	-4%	-3%	4%	-1.2%	-8%	7%	-2%	0.3%	-1.2%
CCOc1cc(CNc2ccc3c(c2)CCC3)ccc1OC	6%	13%	1%	-0.1%	2%	4%	2%	0.0%	0.2%
COc1ccccc1-n1cnc2sc(-c3ccccc3)cc2c1=O	-10%	-3%	-8%	-2.2%	30%	23%	-2%	0.1%	-1.0%
COc1ccc(C)cc1NC(=O)CCNS(=O)(=O)c1ccc2c(c1)CCC(=O)N2	6%	0%	10%	-1.6%	-11%	10%	0%	-0.1%	-0.1%
CCCCc1cc(=O)oc2cc(C)cc(OC(C)C(=O)NCc3ccncc3)c12 (configuration not stated)	-11%	-12%	14%	6.4%	-27%	7%	-5%	-0.1%	1.1%
COc1ccc2nc(NC(=O)C3CCN(S(=O)(=O)c4cccs4)CC3)sc2c1	2%	10%	0%	.	69%	10%	-1%	-0.1%	-3.3%
